High-throughput results: PubChem, National Center for Advancing Translational Sciences (NCATS)
D1 agonist – human D1 receptor agonism. P21728. HEK293 T-REx D1 cells, calcium flux, agonist mode. activation, % at 2 µM. 1% of 360,000 active. AID 504660; note: 0% is about no effect
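Agonism was scored from calcium flux recorded over 180 s (1 read/s) after pintool compound addition, following a 10-cycle baseline. Cells were inducible force-coupled HEK293 TREx D1, plated overnight at 30 C and loaded with no-wash calcium dye.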
D2 antagonist – antagonizes the human D2 dopamine receptor; HEK293 TREx D2 cells, calcium flux, dopamine EC80; inhibition, % at 10 µM; 2% of 340,000 active; in the data active = inhibition above about 30%; note: 0% is about no effect
Target sequence (P14416 whole entry, looked up): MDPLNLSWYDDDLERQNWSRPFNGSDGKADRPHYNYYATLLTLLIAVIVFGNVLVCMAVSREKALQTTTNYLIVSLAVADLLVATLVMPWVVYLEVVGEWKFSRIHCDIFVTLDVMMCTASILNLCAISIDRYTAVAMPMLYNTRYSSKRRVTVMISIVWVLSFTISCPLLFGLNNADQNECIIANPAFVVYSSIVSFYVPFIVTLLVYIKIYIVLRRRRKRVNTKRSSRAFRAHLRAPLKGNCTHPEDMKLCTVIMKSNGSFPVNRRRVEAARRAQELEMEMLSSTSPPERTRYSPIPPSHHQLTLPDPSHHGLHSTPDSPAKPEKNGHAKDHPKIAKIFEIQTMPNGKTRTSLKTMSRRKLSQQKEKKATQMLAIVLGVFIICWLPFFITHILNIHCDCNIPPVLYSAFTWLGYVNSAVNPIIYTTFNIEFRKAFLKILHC
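Calcium flux kinetic readout in an inducible HEK293 TREx D2 line plated overnight at 30 C. After 180 s compound exposure, an EC80 dopamine challenge follows with another 180 s kinetic read to detect antagonism.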
TRHR ag – agonists of human TRH receptor; P34981; TRHR cells, calcium flux fluo-8, FDSS agonist mode; activation, % at 2 µM; 0.18% of 360,000 active; note: 0% is about no effect
Target sequence (P34981 whole entry, looked up): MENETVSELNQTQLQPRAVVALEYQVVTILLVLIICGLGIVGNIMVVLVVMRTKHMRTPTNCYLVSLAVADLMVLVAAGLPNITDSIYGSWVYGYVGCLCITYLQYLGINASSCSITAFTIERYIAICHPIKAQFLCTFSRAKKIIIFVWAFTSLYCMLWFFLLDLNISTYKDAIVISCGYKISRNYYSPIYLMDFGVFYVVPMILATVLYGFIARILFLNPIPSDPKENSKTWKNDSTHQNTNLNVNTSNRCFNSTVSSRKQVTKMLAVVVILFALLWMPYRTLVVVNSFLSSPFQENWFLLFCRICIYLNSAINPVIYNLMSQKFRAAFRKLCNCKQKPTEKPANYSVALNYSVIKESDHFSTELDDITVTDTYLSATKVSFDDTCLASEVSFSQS
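Fluo-8-loaded TRHR cells; 10 s baseline, compound added, kinetic Ca2+ fluorescence read 1/s, agonist mode.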
TRHR enhancer – allosteric enhancers of human TRH receptor | TRHR cells, fluo-8 calcium fluorescence, EC20 TRH enhancement | enhancement, % at 2 µM | 0.66% of 360,000 active; in the data active = enhancement above about 30%; note: 0% is about no effect
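Enhancer read-out: after compound pinning and an initial kinetic agonist-mode read, an EC20 of TRH (10 nM final) was injected and fluo-8 calcium signal (Ex 480/Em 530) followed at 1 s/cycle for 100 cycles in TRHR-expressing cells.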
D1 antagonist – human D1 dopamine receptor antagonism. HEK293 TREx D1 cells, calcium flux, dopamine EC80; stronger effect = lower value. activity change, negative = inhibition, % at 10 µM. 3.2% of 360,000 active. AID 504652; in the data active = activity change below about -30%; note: % is set by controls: 0 for no effect and ±100 for the full control effect
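Calcium flux readout: force-coupled, inducible Hek293 Trex D1 line, cells induced overnight at 30 C with tetracycline, dye-loaded 30–90 min at RT. Antagonism scored against EC80 dopamine challenge given 180 s after compound.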
RXFP1 antagonist – blocks the human relaxin receptor RXFP1. HEK293-RXFP1, relaxin-stimulated cAMP HTRF, 30 min; stronger effect = lower value. activity change, negative = inhibition, % at 57.5 µM. 0.59% of 350,000 active;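 active = activity change of -60% or lower, but not beyond a set lower limit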; note: % is set by controls: 0 for no effect and ±100 for the full control effect
D2 potentiator – positively modulates the human D2 dopamine receptor allosterically. potentiation, % at 10 µM. P14416. HEK293 T-REx D2, calcium flux, EC20 dopamine potentiation. 0.34% of 340,000 active;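 active = potentiation over 3 SD above the plate norm, cut at about 30% in these data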; note: 0% is about no effect
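Potentiation of an EC20 dopamine calcium response is measured in a force-coupled, tetracycline-inducible Hek293 Trex D2 line. Compound-only kinetic reads over 180 s flag agonists before dopamine addition.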
D2 agonist – D2 dopamine receptor (human) agonism | P14416 | HEK293 T-REx D2 cells, calcium flux agonist mode | activation, % at 2 µM | 0.53% of 340,000 active;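 active = activation over 3 SD above normal in the single-dose calcium agonist read, cut at about 30% in these data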; note: 0% is about no effect
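Calcium-flux readout, 1 cycle/sec over 180 s following compound pin transfer, in inducible HEK293 Trex D2 cells (force-coupled); dopamine controls included. Positive calcium responses during this window marked compounds as potential agonists.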
D1 PAM – human D1 dopamine receptor positive modulation; HEK293 TREx D1 cells, calcium flux, dopamine EC20 potentiation; 0.036% of 360,000 active; potentiation, % at 10 µM; in the data active = potentiation above about 30%; note: 0% is about no effect
Active calls of the source: *; · = not tested or not shown; & = joins results of further samples. Cut-off read from the data, not from the text of the source, unless noted: active = activation above about 30%; inactive = the rest. These rows are one share of the data; count on the stated rates, not on these rows.

SMILES | D1 agonist | D2 antagonist | TRHR ag | TRHR enhancer | D1 antagonist | RXFP1 antagonist | D2 potentiator | D2 agonist | D1 PAM
O=c1[nH]c(=S)n(-c2ccc(Cl)cc2)c(O)c1C=Nc1ccc(N2CCOCC2)cc1 | 41.6* | -1.5 | 12.8 | 32.7* | 2.5 | -10.9 | -7.3 | 6.1 | -6.0
O=C(Nc1ccc2c(c1)OCCO2)c1cccn(Cc2cccc([N+](=O)[O-])c2)c1=O | -1.9 | · | 0.5 | -3.2 | · | · | -6.9 | 6.7 | -2.1
CCc1ccc(OCC(=O)N2CCN(CCc3ccccn3)CC2)cc1 | -1.3 | · | 0.2 | -1.8 | 3.9 | -5.1 | -22.6 | 1.2 | 0.7
Cc1ccccc1C1=NCC(=O)N(CC(=O)N2CCCCC2)c2sc(C)c(C)c21 | 1.8 | 4.6 | -0.5 | 0.4 | -2.6 | -5.7 | 5.4 | -0.1 | 1.2
CCOC(=O)c1sc(N=Nc2c(O)[nH]c(=O)[nH]c2=O)c(C(=O)OCC)c1C | 1.0 | -7.8 | -0.6 | 1.8 | -2.2 | · | 9.8 | -1.3 | -3.6
CC(C)C[C@H]1C(=O)N2CCC[C@H]2[C@]2(O)O[C@](NC(=O)[C@@H]3C=C4c5cccc6[nH]cc(c56)C[C@H]4N(C)C3)(C(C)C)C(=O)N12 | 8.7 | 72.0* | 7.2 | 2.7 | -27.0 | · | -20.3 | 76.1* | 0.1
CCOc1ccc(N=C2SCCCN2C)cc1 | 3.8 | -10.8 | 0.7 | -0.3 | 0.2 | -3.8 | 7.8 | 0.4 | 3.2
O=C(COc1ccc(Cl)cc1Cl)N1CCN(C/C=C/c2ccccc2)CC1 | 6.2 | 3.0 | 4.0 | -6.4 | 17.3 | -1.6 | 1.3 | 10.0 | 0.8
CCOC(C(=O)OCCC[N+](C)(CC)CC)(c1ccccc1)c1ccccc1 | -0.2 | 6.7 | -0.1 | 0.8 | · | -5.6 | -6.2 | 0.1 | -3.2
CC(C)N1CCC2(CC1)NC(CO)(CO)CO2 | 2.7 | -8.9 | 0.5 | 5.6 | 6.0 | 5.6 | -1.2 | -0.1 | 7.8
COc1ccc(CCn2c(O)c(C=NC3CC3)c(=O)[nH]c2=O)cc1OC | 2.3 | -8.2 | 0.5 | -4.5 | 2.0 | 0.1 | -4.1 | 0.1 | -0.9
O=C1NC(=O)N(c2ccccc2)C(=O)/C1=C/c1ccoc1 | 0.8 | 13.1 | 1.9 | -6.4 | 18.4 | -8.1 | 3.6 | 0.9 | -3.1
Cc1ccc(-n2c(CNCc3ccc(F)cc3)nc3ccccc3c2=O)cc1 | 2.7 | -12.5 | 0.8 | -0.8 | -12.5 | -2.2 | 10.8 | 0.5 | -5.0
Cc1ccc2c(c1)N(C(C)C(=O)N1CCC3(CC1)OCCO3)C(=O)CO2 (stereo unspecified) | -3.0 | -17.9 | -0.1 | -2.7 | 8.3 | 10.5 | -3.4 | 0.8 | -1.2
S=C(NCCc1ccccc1)NCCc1cnc[nH]1 | 2.3 | 0.5 | 0.6 | 12.2 | -11.3 | 9.6 | -10.6 | 0.2 | 6.3
COc1cc(OC)cc(-n2nc(C(=O)N3CCC4(CC3)OCCO4)c3ccccc3c2=O)c1 | 3.5 | -12.2 | 0.3 | -2.5 | 1.9 | 0.0 | -1.5 | 0.0 | 0.1
O=C1CC(N2CC=C(c3ccccc3)CC2)C(=O)N1c1ccc(F)cc1 (stereo unspecified) | 1.6 | -20.7 | 0.9 | 6.1 | -0.2 | -14.2 | -3.6 | 2.3 | -0.1
CN(C)C(=O)Oc1cccc(OCc2n(C)c3ccccc3[n+]2C)c1 | 1.3 | 1.7 | 0.3 | 4.0 | 5.4 | 5.1 | 5.2 | -0.3 | -1.8
COc1ccc(C(=O)Nc2ccc(Cl)cc2C(=O)c2ccccc2)c(OC)c1 | 5.2 | · | 1.2 | 5.1 | 9.4 | -12.9 | -9.2 | -0.3 | 2.4
O=c1cc(CN2CC=C(c3ccccc3)CC2)c2c(ccc3ccccc32)o1 | 5.1 | -0.5 | 0.1 | 21.1 | 17.7 | -3.9 | -4.9 | 19.6 | -4.8
Clc1ccc(-c2nc3ccc(Cl)cn3c2CN2CCOCC2)cc1 | 1.7 | -0.6 | 0.9 | -10.9 | -11.0 | -15.3 | 15.0 | 0.6 | 2.3
Cc1cc(/C=C2\C(=O)NC(=O)N(Cc3ccco3)C2=O)c(C)n1-c1ccc(O)cc1 | 17.0 | -10.2 | 2.6 | -5.6 | -5.7 | -20.3 | 4.7 | 1.7 | 1.6
Cc1nc2ccccn2c1P(=S)(N1CCCCC1)N1CCCCC1 | 14.6 | 6.5 | -1.2 | -2.3 | 25.9 | -7.2 | 12.0 | 0.8 | -2.7
C/C=C1/C[C@@H](C)[C@](O)(CO)C(=O)OCC2=CCN3CC[C@@H](OC1=O)[C@@H]23 | -0.8 | 5.8 | -1.6 | -0.8 | -11.8 | · | -3.3 | 0.6 | -3.4
O=P(C(Cl)Cl)(N1CCOCC1)N1CCOCC1 | -0.2 | 11.3 | 0.5 | -3.3 | 15.2 | 5.5 | 2.2 | 0.9 | 0.7
CCOC(=O)C1(CCOc2ccccc2)CCN(Cc2ccccc2OC)CC1 | 5.8 | 25.9 | -0.2 | 1.2 | -29.8 | 1.4 | -19.6 | 1.2 | 3.2
Cc1cc(C=C2C(=O)NC(=O)NC2=O)c(C)n1-c1cccnc1 | 0.6 | -6.8 | 0.9 | 12.2 | 8.4 | -1.5 | 20.1 | 1.0 | -3.0
COC12C(COC(N)=O)C3=C(C(=O)C(C)=C(N)C3=O)N1CC1C2N1C (stereo unspecified) | 4.4 | 7.4 | 1.1 | -3.3 | 8.6 | · | 5.2 | 0.3 | -10.3
CC(=O)c1ccc(OCC(=O)N2CCCC(N(C)Cc3ccccc3)C2)cc1 (stereo unspecified) | 2.9 | 2.5 | 0.2 | -0.6 | -4.6 | -14.6 | -3.6 | 0.2 | 4.7
Cc1ccc2c(c1)N(C(=O)CCC(=O)N1CCC3(CC1)OCCO3)CCO2 | 0.1 | 14.3 | 0.0 | -1.8 | 11.2 | -2.8 | -2.3 | 0.4 | 0.8

Another view of part of the listing above:
| SMILES | D1 agonist | D2 antagonist | TRHR ag | TRHR enhancer | D1 antagonist | RXFP1 antagonist | D2 potentiator | D2 agonist | D1 PAM |
| --- | --- | --- | --- | --- | --- | --- | --- | --- | --- |
| CC(=O)c1ccc(OCC(=O)N2CCCC(N(C)Cc3ccccc3)C2)cc1 (stereo unspecified) | 2.9 | 2.5 | 0.2 | -0.6 | -4.6 | -14.6 | -3.6 | 0.2 | 4.7 |
| Cc1cc(/C=C2\C(=O)NC(=O)N(Cc3ccco3)C2=O)c(C)n1-c1ccc(O)cc1 | 17.0 | -10.2 | 2.6 | -5.6 | -5.7 | -20.3 | 4.7 | 1.7 | 1.6 |

The results go on.
SMILES | D1 agonist | D2 antagonist | TRHR ag | TRHR enhancer | D1 antagonist | RXFP1 antagonist | D2 potentiator | D2 agonist | D1 PAM
Cc1cc(OC(=O)N(C)C)nc(SCc2c(Cl)cccc2Cl)n1 | 6.8 | -24.6 | 0.0 | -6.8 | 4.2 | -30.4 | 6.4 | 0.9 | -2.1
CNc1cc(Cl)c2nonc2c1[N+](=O)[O-] | -1.6 | -8.1 | -0.8 | -7.5 | -10.1 | -81.4* | 4.8 | 0.4 | -4.8
N#CC(C#N)=Cc1ccc(-c2ccccc2F)o1 | -1.0 | 10.6 | -1.0 | -3.0 | -15.7 | -7.4 | -8.1 | 0.0 | 0.2
CCN1C(=O)NC(=O)/C(=C\c2ccc(N3CCOCC3)cc2OC)C1=O | 3.5 | 0.0 | 0.0 | -0.2 | -9.0 | · | -2.6 | -1.2 | -6.1
CCCC(C)C1C(C#N)=C(N)Oc2c1c(=O)oc1ccccc21 (stereo unspecified) | 9.2 | · | 0.3 | 1.8 | -21.2 | -30.9 | · | · | -8.2
C(#CCN1CCCCC1)COCc1ccccc1 | 1.3 | -23.2 | 1.0 | 3.0 | -17.3 | -16.1 | -18.1 | -0.2 | -3.5
COc1ccc(CNCC(=O)N2CCC3(CC2)OCCO3)cc1 | 3.4 | 0.1 | 0.2 | 3.0 | -3.2 | 10.5 | 2.8 | 0.3 | 5.3
COc1ccc(CN2C(=O)NC(=O)/C(=C/c3ccc([N+](=O)[O-])s3)C2=O)cc1 | 9.3 | 0.0 | 3.6 | 5.8 | 1.1 | -33.8 | 5.3 | 1.3 | -0.2
COC(=O)C1=C(c2ccc(F)cc2OCc2ccccc2)C[C@@H]2CC[C@H]1N2C | 17.7 | -6.1 | 1.2 | 2.4 | -10.9 | · | -8.7 | -1.3 | 2.0
Nc1ncc2[nH]cnc2n1 | -0.4&0.8 | -20.9&-8.9 | 0.0&0.7 | 7.8&-3.1 | 1.0&-3.9 | · | -5.8&17.6 | -1.0&0.6 | -6.0&4.3
O=C(CCNS(=O)(=O)c1ccccc1)Nc1ccc(Cl)cc1C(=O)c1ccccc1 | 5.2 | -6.2 | -0.3 | 5.2 | -7.0 | -22.2 | 10.1 | -0.5 | 4.0
Cc1c(N=Cc2c(O)n(Cc3ccco3)c(=O)[nH]c2=O)c(=O)n(-c2ccccc2)n1C | -1.7 | 4.4 | 0.4 | -2.9 | -9.8 | -0.9 | -7.3 | -0.2 | -4.8
Clc1cccc(CNCCc2ccc3c(c2)OCO3)c1 | 4.0 | 0.6 | -0.2 | -0.3 | -2.8 | -10.8 | 6.0 | 0.4 | -7.5
O=C1NC(=O)C(=Cc2cc([N+](=O)[O-])ccc2N2CCCCC2)C(=O)N1 | 0.0 | 5.4 | 1.4 | 5.6 | 4.0 | 5.7 | · | 0.2 | -2.2
C=CCn1c(O)c(C(C)=NCC2CCCO2)c(=O)[nH]c1=O (stereo unspecified) | 2.7 | -12.2 | 0.0 | 6.9 | -22.9 | -10.4 | -6.6 | 0.6 | -5.1
COC(=O)C1=C(c2c(C)noc2C)C[C@@H]2CC[C@H]1N2C(=O)NCCO | 2.0 | -0.3 | -0.3 | 6.6 | -16.0 | · | -1.8 | -0.6 | -1.5
COC(=O)C1=C(c2ccc(-c3ccccc3)c(F)c2)C[C@@H]2CC[C@H]1N2C(=O)NCc1ccco1 | 5.5 | -12.3 | 0.3 | 2.1 | -26.6 | · | -6.9 | 0.3 | 3.9
COC(=O)C1=C(c2ccc(C(C)=O)cc2)C[C@@H]2CC[C@H]1N2C(=O)NC1Cc2ccccc2C1 | 2.1 | -5.6 | -0.4 | -2.0 | 17.7 | · | 1.6 | -0.3 | 0.4
CCc1nnc(NS(=O)(=O)c2ccc(N=Cc3c(O)n(-c4ccc(Cl)cc4)c(=O)[nH]c3=O)cc2)s1 | 2.2 | -16.2 | -0.1 | -3.5 | 0.5 | -11.0 | 12.7 | 1.0 | 7.0
Cn1c(O)c(C(=NCCc2c[nH]c3ccccc23)c2ccccc2)c(=O)n(C)c1=O | 0.7 | · | -0.3 | -0.2 | -3.4 | 4.0 | · | · | 2.0

Just D2 agonist, D2 potentiator and D2 antagonist, for some of the entries so far:
SMILES,D2 agonist,D2 potentiator,D2 antagonist
O=C(CCNS(=O)(=O)c1ccccc1)Nc1ccc(Cl)cc1C(=O)c1ccccc1,-0.5,10.1,-6.2
O=C1NC(=O)C(=Cc2cc([N+](=O)[O-])ccc2N2CCCCC2)C(=O)N1,0.2,·,5.4
